RmlCD inh mix: RmlC and RmlD coupled enzyme inhibitors, primary screen, biochemical, 384-well, compound mixtures, retest. RmlC/RmlD coupled enzyme inhibition, 384-well mixture HTS. inhibition, % at 5.5 µM. 110,000 tested, 0.39% active. AID 1532, 2009; in the data active means inhibition above about 30%, passing the limit was not always enough; inconclusive means no clear call, values can overlap the other calls; further: strong numbers were not always called active
RT RNaseH block: HIV-1 RT RNase H inhibitors, primary screen, biochemical, fluorescence; Gag-Pol polyprotein (Human immunodeficiency virus type 1 group M subtype B (isolate …; RT-RNase H RNA/DNA duplex cleavage; inhibition, % at 10 µM; 65,000 tested, 1.9% active; in the data active means inhibition above about 50%
The depositor's hits bear a star; ? = inconclusive; . = no result given. Not all compounds are listed, so the mix of outcomes need not match the whole.

SMILES	RmlCD inh mix	RT RNaseH block
Cc1nc2ccc(C(=O)c3ccccc3)cc2[nH]1	-12.2	-3.3
COc1ccccc1N1CCN(C(=O)CN(c2ccccc2OC)S(=O)(=O)c2ccccc2)CC1	-8.2	-2.6
O=C(O)C1CC=CCC1C(=O)N1CCCC1 (centres undefined)	0.1	-1.1
CC(C)C(=O)NC(C)C(c1cccs1)N1CCOCC1 (centres undefined)	6.6	-12.1
Cn1c(=O)cc(OCC(=O)N2CCN(C3CCCCC3)CC2)c2ccccc21	-10.1	-4.6
CC(=O)Nc1ccc(SC[C@H](CC(C)C)N2CCN(CC(C)C)CCC2=O)cc1	5.1	.
COc1ccc(C)cc1NC(=O)c1cnc2scc(C)n2c1=O	47.5*	-9.4
N#C/C(=C\c1ccc(F)cc1)c1n[nH]c(Cn2cncn2)n1	-8.9	.
CCCCCn1c(CCCNC(=O)CC)nc2ccccc21	8.0	-12.2
CC(C)(C)NCC(O)COc1ccccc1C(C)(C)C (centres undefined)	-16.2	-0.4
CC(C)c1ccc(OCC(=O)NC(=S)Nc2ccc3c4c(cccc24)CC3)cc1	2.5	.
CCN1CCCC1CN(Cc1cc2c(C)cc(C)cc2[nH]c1=O)C(=O)NC1CCCCC1 (centres undefined)	7.4	4.0
COCCn1nnnc1C(CC(C)C)N1CCN(c2ccccc2)CC1 (centres undefined)	-6.7	.
Cc1cc(CSc2ccccc2)ccc1NC(=O)c1ccc(Cl)c([N+](=O)[O-])c1	-10.4	.
CN1CCN(c2ccc([N+](=O)[O-])c(-n3nc(-c4ccccc4)c4ccccc4c3=O)c2)CC1	-4.8	.
Cc1ccccc1-c1nc(CN2CCC(C(=O)NCc3ccco3)CC2)c(C)o1	-13.1	2.7
COc1cc(C(O)P(=O)(OC2CCCCC2)c2ccc(N(C)C)cc2)cc(OC)c1OC (centres undefined)	84.7	2.9
CCOC(=O)c1ccc(NC(=O)CCc2nc(-c3ccc(Cl)cc3)no2)cc1	-3.4	27.4
O=C(O)C1CC(=O)N(c2ccc(OCc3ccccc3)cc2)C1 (centres undefined)	1.4	.
C/C=C/Cn1c(Br)nc2c1c(=O)n(C)c(=O)n2C	-6.6	-5.1
COc1cc(CNCCc2ccc(S(N)(=O)=O)cc2)ccc1OCc1ccc(Cl)cc1	10.9	.
COc1ccc(C(=O)/C=C/N2CCCCC2)cc1OC	89.3	-7.7
CCNC(=O)c1ccc(-n2nc(C)cc2-c2ccccc2)cc1	15.7	.
CCN(CC)C(=O)CSc1nc2ccccc2c(=O)n1CC	3.8	.
Cc1cc(C)n(C(=O)CCCCCC(=O)n2nc(C)cc2C)n1	3.9	-1.3
FC(F)(F)c1ccccc1NC(=S)NN1CCOCC1	-24.3	.
CCOC(=O)c1ccccc1NS(=O)(=O)c1ccccc1F	-2.1	-93.3
O=Nc1c(O)n(Cc2ccc(Cl)cc2Cl)c2ccccc12	12.0	.
CCn1c(SCC(=O)Nc2nc(C)c(C)s2)nnc1-c1ccco1	8.4	-3.0
C=CCSc1nc(NC)c2sccc2n1	6.1	.

Compound profiles, as listed above. Order of values: RmlCD inh mix	RT RNaseH block
`C/C=C/Cn1c(Br)nc2c1c(=O)n(C)c(=O)n2C` across the screens: -6.6	-5.1
`Cc1ccccc1-c1nc(CN2CCC(C(=O)NCc3ccco3)CC2)c(C)o1` across the screens: -13.1	2.7
`CN1CCN(c2ccc([N+](=O)[O-])c(-n3nc(-c4ccccc4)c4ccccc4c3=O)c2)CC1` across the screens: -4.8	.
`FC(F)(F)c1ccccc1NC(=S)NN1CCOCC1` across the screens: -24.3	.
`CCOC(=O)c1ccc(NC(=O)CCc2nc(-c3ccc(Cl)cc3)no2)cc1` across the screens: -3.4	27.4

(next part)
SMILES	RmlCD inh mix	RT RNaseH block
O=C(NNC(=O)c1ccc(SCC2CCCO2)c([N+](=O)[O-])c1)c1ccc(Cl)c([N+](=O)[O-])c1 (centres undefined)	5.8	.
N#Cc1ccccc1OCCN1C(=O)c2ccccc2C1=O	-11.7	-51.0
CCOC(=O)Nc1cc2c(cc1C(C)=O)OCO2	-17.8	-11.6
CCOC(=O)c1cccc(N2C(=O)c3ccccc3S2(=O)=O)c1	.	-8.0
CCN(CC)S(=O)(=O)c1cc(C(=O)OCC(=O)c2ccc3c(c2)NC(=O)CO3)ccc1F	-13.4	-10.8
CCc1ccc(CNC(=O)C2CCCN(c3nc4ccccc4o3)C2)cc1 (centres undefined)	3.0	.
COc1ccc(NS(=O)(=O)c2ccc(NC(=S)NC(=O)C(C)C)cc2)cc1	17.0	.
O=C(c1cc2nc(-c3ccco3)cc(C(F)(F)F)n2n1)N1CCN(c2ccc(F)cc2)CC1	1.6	1.2
Cc1ccc(C(C#N)c2ccc3c(C(F)(F)F)cc(C(F)(F)F)nc3n2)cc1 (centres undefined)	-9.6	.
Cc1[nH]c2ccccc2c1C(=O)CSc1nc2ccccc2[nH]1	-10.1	.
Cc1nnc(OCC(=O)NCCC2=CCCCC2)c2ccccc12	4.5	.
O=C(CN1CC(=O)Oc2ccccc21)NCc1ccco1	3.9	13.5
c1ccc(C(Cc2nc(-c3ccncc3)no2)c2ccccc2)cc1	.	-28.1
O=C(Nc1ccccc1C(=O)N1CCNCC1)c1ccco1	-6.0	.
CCCCn1c(SCC(N)=O)nnc1-c1cc(OC)c(OC)c(OC)c1	5.8	2.1
C(#CC1CCCC1)c1ccc2c(c1)COc1c3ccccc3nn1-2	-7.9	.
OC(CN1C2=NCCN2c2ccccc21)c1ccccc1 (centres undefined)	-14.8	0.0
O=S(=O)(Nc1cc(Cl)ccn1)c1ccc(Cl)cc1	7.1	.
CN1c2ccccc2C(O)=C(C(=S)Nc2ccc(F)c(Cl)c2)S1(=O)=O	9.9	.
Cc1cc(Oc2ccccc2)nc(SCC(=O)Nc2ccccc2)n1	-9.9	.
N#Cc1c(-c2cccs2)cc(-c2ccccn2)nc1N	-56.8	-8.2
CCc1cc(=O)oc2cc(C)cc(O)c12	-13.2	-7.0
CC(=O)c1cc2c(cc1NC(=O)c1cnc(C)cn1)OCO2	166.1	-2.8
C/C(N)=C(/C#N)C(=O)CSc1nnc(COc2ccccc2Cl)o1	-0.7	-1.7
CC(=O)Oc1ccc2oc(=O)c3c(c2c1)CCCN3C(=O)CN1CCN(c2ncccn2)CC1	5.0	-30.1
NC(=O)C1CCN(C2CC(=O)N(c3ccc(F)c(Cl)c3)C2=O)CC1 (centres undefined)	-8.2	.
Cc1cc(NCCCn2ccnc2)n2nc(C)c(-c3ccccc3)c2n1	-26.9	.
c1ccc(-n2c(Cc3cccnc3)nc3cnccc32)cc1	2.7	-6.5
COc1ccc(NC(=O)NC(C)c2ccncc2)cc1OC (centres undefined)	3.5	-2.6
C=CC[N+]1(CC#CCOC(c2ccccc2)c2ccccc2)CCOCC1	2.6	.
O=C(NCc1ccco1)C(c1ccccc1)N(C(=O)Cc1cccs1)c1ccccc1 (centres undefined)	-8.2	.
Cc1ccc(-n2nnc(-c3nccn3C)n2)cc1	6.7	.
CCCOc1cccc(C2C(C(=O)c3ccco3)=C(O)C(=O)N2CCN(CC)CC)c1 (centres undefined)	0.0	0.7
O=C(CSc1ncn[nH]1)Nc1ccccc1Sc1ccc(Cl)cc1	-8.8	.
O=C(CCN1C(=O)c2ccccc2C1=O)Nc1ccc(S(=O)(=O)NC2=NCCCCC2)cc1	10.0	-2.5
Cn1c(=O)cc(N2CCCCC2)[nH]c1=O	9.3	-8.7
CCOC(=O)C1=C(N)OC2=C(C(=O)CC(C)(C)C2)C1c1ccccc1OCC#N (centres undefined)	2.2	11.7
CCN(CC)CC(=O)Nc1ccc(C)cc1Br	-13.3	-1.9
Cc1cc(NS(=O)(=O)c2ccc(NC(=O)C(CC(C)C)N3C(=O)c4ccccc4C3=O)cc2)nc(C)n1 (centres undefined)	58.7	.
Cc1cc(=O)n(CC=C(Cl)Cl)c2ccccc12	1.2	-55.5

Quoted from the entries so far for reference:
SMILES	RmlCD inh mix	RT RNaseH block
O=C(NCc1ccco1)C(c1ccccc1)N(C(=O)Cc1cccs1)c1ccccc1 (centres undefined)	-8.2	.
Cc1ccc(-n2nnc(-c3nccn3C)n2)cc1	6.7	.
CCCOc1cccc(C2C(C(=O)c3ccco3)=C(O)C(=O)N2CCN(CC)CC)c1 (centres undefined)	0.0	0.7
O=C(CSc1ncn[nH]1)Nc1ccccc1Sc1ccc(Cl)cc1	-8.8	.
O=C(CCN1C(=O)c2ccccc2C1=O)Nc1ccc(S(=O)(=O)NC2=NCCCCC2)cc1	10.0	-2.5
Cn1c(=O)cc(N2CCCCC2)[nH]c1=O	9.3	-8.7
CCOC(=O)C1=C(N)OC2=C(C(=O)CC(C)(C)C2)C1c1ccccc1OCC#N (centres undefined)	2.2	11.7

Next part:
SMILES	RmlCD inh mix	RT RNaseH block
Cc1csc(NC(=O)C2CCCN(S(=O)(=O)c3ccc(Br)s3)C2)n1 (centres undefined)	-3.2	-32.1
C#CCOCCOCCOCCNc1nc(N2CCN(C(=O)C([C@@H](C)CC)n3cc(C(N)Cc4ccc(O)cc4)nn3)CC2)nc(N2CCN(C(=O)[C@H](CCC(=O)O)n3cc(C(N)Cc4ccc(O)cc4)nn3)CC2)n1 (some centres undefined)	5.6	.
Cc1ccc(S(=O)(=O)N/N=C\C=C\c2ccccc2)cc1	5.8	.
NS(=O)(=O)c1cccnc1Nc1c(Cl)cccc1Cl	-9.2	.
O=C(CC1CCCC1)NCCc1cn2ccccc2n1	.	-6.0
COc1ccc(S(=O)(=O)N2CCN(CC(=O)Nc3cccc(F)c3)CC2)cc1	.	-23.6
CC(C)Cn1c(SCC#N)nc2ccccc2c1=O	-15.1	-40.9
COCCN1C(=O)c2ccccc2C(C(=O)NCCN(C)C)C1c1ccc(F)cc1 (centres undefined)	-6.0	-2.3
Cc1ccc(-n2[nH]c(C)c(C=Nc3ccc4[nH]c(=O)[nH]c4c3)c2=O)cc1C	-9.0	.
COC(=O)CSC1=NP(=S)(SCC(=O)OC)N2CCCC2=C1C#N (centres undefined)	-11.6	-13.2
CSC1=C(C#N)C(CC(C)C)C2=C(CCCC2=O)N1 (centres undefined)	.	-19.0
CCOC(=O)C1=C(O)C(=O)N(c2ccc(S(N)(=O)=O)cc2)C1c1ccccc1 (centres undefined)	0.3	2.4
COc1ccc(CCNC(=O)CSc2ncnc3c2oc2ccccc23)cc1OC	5.8	-1.8
CCO[C@H]1OC(C(=O)NC2CC2)=C[C@@H](c2c[nH]c3ccccc23)[C@@H]1CCCO	3.2	.
COC(=O)c1ccsc1NC(=O)CN1CCN(Cc2ccc3c(c2)OCO3)CC1	-11.4	.
CC1CN(C(=O)CCN2C(=O)c3ccccc3C2=O)CC(C)O1 (centres undefined)	-0.6	.
CNC(=S)NNC(=O)c1sccc1OCc1ccccc1	4.8	.
CC1(C)CC(=O)C2=C(C1)Oc1ncn(Cc3ccco3)c(=N)c1C2c1ccccc1 (centres undefined)	.	-3.6
Cc1ccnc(NC(=O)COc2ccc3oc4c(c3c2)CCCC4)c1	.	-6.0
CC(C)C(=O)NS(=O)(=O)c1ccc(N)cc1	9.1	.
Cc1nc(S(=O)(=O)c2ccc(Cl)cc2)c(NCc2ccccc2)o1	-9.3	-43.3
COC(=O)C1N2C(=O)[C@@H](NC(=O)COc3ccccc3)[C@H]2SC1(C)C (some centres undefined)	9.6	.
COc1ccc(NS(=O)(=O)c2ccc(OCC(=O)N3CCOCC3)cc2)cc1	-18.1	.
Fc1cccc(Cn2cc(C(=S)N3CCCCC3)c3ccccc32)c1	1.7	.
Cn1c(NCc2ccccc2)nc2c1c(=O)n(Cc1ccccc1)c(=O)n2C	7.8	4.0
CCSc1nc2ccccc2n1Cc1ccccc1F	8.2	.
CC1(C)Cc2nc3[nH]c(=S)n(-c4ccccc4)c(=O)c3cc2CO1	12.6	.
COc1cccc(-c2nnc(SCC(=O)Nc3cc(C)on3)n2C)c1	7.7	.
O=C(Nc1cccc(C(F)(F)F)c1)NC1CCN(S(=O)(=O)c2ccc(F)cc2)CC1	2.4	.
O=C1C2C3C=CC(C4CC34)C2C(=O)N1/N=C/c1ccc(-c2ccccc2[N+](=O)[O-])o1 (centres undefined)	10.3	.
COc1ccc(Cc2nnc(-c3ccc(F)cc3)o2)cc1OC	16.0	.
Cn1c(=O)c2c(SCC(=O)N3CCCc4ccccc43)nc(CC(C)(C)C)nc2n(C)c1=O	.	-17.5
O=C(c1ccccc1)[C@H]1CC=CC[C@H]1C(=O)O	-11.6	.
N/C(=N\OC(=O)Cc1ccccc1)c1ccccn1	7.0	.
O=C1c2ccccc2C(=O)N1Cc1nc(-c2cccnc2)no1	.	-14.7
Cc1nc(CS(=O)c2ccc(Cl)cc2)cc(N2CCOCC2)n1 (centres undefined)	-11.3	.
O=C(Nc1nnc(-c2ccccc2)s1)c1cccc(S(=O)(=O)N2CCOCC2)c1	-10.4	.
O=C(OCC(=O)c1ccccc1Br)c1ccccn1	-2.8	-43.7
COC(=O)c1ccc(CSc2nc3ccccc3s2)o1	-8.1	-48.6
COC(=O)c1ccc(NC(=O)COc2ccccc2OC)cc1	3.7	-30.3
O=C(NCCCN1CCCCCC1)c1ccc2c(c1)NC(=O)C(N1CCOCC1)S2 (centres undefined)	.	-4.1
O=C(COC(=O)c1cccc(S(=O)(=O)N2CCOCC2)c1)Nc1ncc(C(F)(F)F)cc1Cl	-7.5	.
O=C(NCCCCCNC(=O)c1cccnc1)c1cccnc1	-10.2	1.7
COCCN(CCOC)C(=O)c1cc2sc3ccccc3c2s1	4.6	26.4
COc1cccc(-n2nnc3c(=O)n(CC(=O)N4CCCc5ccccc54)cnc32)c1	-3.9	-9.7
O=C(c1ccc2c(c1)OCO2)n1nnc2ccccc21	-33.0	1.5
CCc1ccc(S(=O)(=O)Nc2ccc(O)c3c(=O)cc(-c4ccccc4Cl)oc23)cc1	-10.0	.
Nc1c(S(=O)(=O)c2cc(Cl)ccc2Cl)c2nc3ccccc3nc2n1CCN1CCOCC1	?	.
C/C(=C\c1ccccc1)CN1CCN(c2cccc(Cl)c2)CC1	0.1	.

Screens: PubChem BioAssay, several laboratories
